Screening data (PubChem BioAssay)
Rpn11 inh = blocks the human proteasome subunit Rpn11. human 26S proteasome, Ub4-pepOG fluorescence polarization; 20S core pre-blocked with epoxomicin. hit rate 0.59% among 360,000. calls only at 20 µM. O00487;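 active = inhibition at 20 µM, scaled to each plate's controls, above about 33%, limit read from the data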
Target sequence (O00487 whole entry, looked up): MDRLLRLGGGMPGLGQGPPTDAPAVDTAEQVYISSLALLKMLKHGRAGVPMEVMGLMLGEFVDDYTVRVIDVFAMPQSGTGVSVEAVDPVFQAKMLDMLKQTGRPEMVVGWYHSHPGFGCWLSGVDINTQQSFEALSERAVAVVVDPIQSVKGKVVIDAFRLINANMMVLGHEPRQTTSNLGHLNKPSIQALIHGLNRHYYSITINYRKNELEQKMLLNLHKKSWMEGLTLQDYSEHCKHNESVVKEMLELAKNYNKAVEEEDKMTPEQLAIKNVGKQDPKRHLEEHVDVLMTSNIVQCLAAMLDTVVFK
NadD block = NadD (S. aureus) enzyme inhibition. inhibition, % at 20 µM. AID 602399. hit rate 0.78% among 360,000. purified NadD enzyme, colorimetric absorbance read-out; in the data active = inhibition above about 26%; note: some compounds past the cut are filed as inactive
LMPTP inh = blocks human LMPTP phosphatase. inhibition, % at 20 µM. recombinant LMPTP-A, OMFP fluorogenic substrate, fluorescence intensity. hit rate 0.22% among 360,000. P24666;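 active = compounds that cut the enzyme signal by at least half of the control window in the single-dose screen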;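 note: plate controls were DMSO wells with enzyme plus substrate for no effect and substrate without enzyme for full effect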
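Test system: LMPTP-A, protein tyrosine phosphatase of low molecular weight; Input: 0.625 nM enzyme; Incubation: 50 min dark incubation at room temperature; Signal: endpoint fluorescence intensity from OMFP dephosphorylation; Read-out basis: % inhibition versus control wells.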
STEP inh = STEP (human) phosphatase inhibition; P54829; recombinant STEP, OMFP fluorogenic substrate, fluorescence; inhibition, % at 20 µM; hit rate 0.25% among 360,000; AID 588621;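 active = inhibition at 20 µM, scaled per plate between control wells, above about 37%, limit read from the data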;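 note: 0% = DMSO with enzyme and substrate and 100% = substrate only without enzyme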
Target sequence (P54829 whole entry, looked up): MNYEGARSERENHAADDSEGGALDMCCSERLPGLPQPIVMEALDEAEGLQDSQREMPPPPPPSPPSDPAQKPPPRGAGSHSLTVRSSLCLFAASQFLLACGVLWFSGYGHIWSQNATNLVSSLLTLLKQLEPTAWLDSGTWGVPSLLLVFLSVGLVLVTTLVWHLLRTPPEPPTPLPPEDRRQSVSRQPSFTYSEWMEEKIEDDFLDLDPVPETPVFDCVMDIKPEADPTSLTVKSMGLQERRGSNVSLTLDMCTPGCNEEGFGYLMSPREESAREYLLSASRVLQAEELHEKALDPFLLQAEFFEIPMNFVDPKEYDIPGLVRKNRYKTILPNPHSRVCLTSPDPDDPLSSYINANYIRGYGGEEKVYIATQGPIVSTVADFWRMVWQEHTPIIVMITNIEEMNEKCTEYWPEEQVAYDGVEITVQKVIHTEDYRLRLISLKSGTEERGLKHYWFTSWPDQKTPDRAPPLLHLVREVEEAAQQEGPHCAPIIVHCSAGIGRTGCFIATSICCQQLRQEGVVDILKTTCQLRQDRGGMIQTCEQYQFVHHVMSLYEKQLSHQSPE
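Test system: STEP tyrosine phosphatase / Reagent: OMFP at 25 µM / Doses: 20 µM, 1% DMSO / Read-out: percent inhibition scaled to no-enzyme and uninhibited-enzyme controls, plate-pattern corrected / Detection: FITC-channel fluorescence of OMFP product / Medium: Bis-Tris buffer pH 6.0, 2.5 mM DTT, 0.005% Tween 20 / Schedule: 20 min at room temperature, dark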
SKN-1 block = blocks SKN-1 activity in C. elegans; hit rate 0.49% among 360,000; AID 624304; inhibition, % at 21.8 µM; C. elegans VP596 Pgst-4::GFP/RFP ratio, acrylamide-induced, 24 h;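 active = interference check ratio from 0.5 to 1.5 plus GFP to RFP signal ratio inhibition reaching or exceeding a fixed threshold, cut at about 30% in these data, passing the limit was not always enough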; note: some compounds called inactive have numbers as strong as hits
SUMO1 PPI mod = alters human SUMO1 binding to SIM partners; AID 602429; inhibition, % at 20 µM; hit rate 0.33% among 360,000; P63165; SUMO1 binding to a labelled peptide, TR-FRET, 1 h; in the data active = inhibition above about 37%
NRP1-CendR mod = NRP-1/CendR interaction modulation | O14786 | FAM-RPARPAR peptide binding to NRP-1, fluorescence polarization | inhibition, % at 25 µM | hit rate 0.85% among 360,000 | AID 602438;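 active = inhibition or corrected inhibition above about 18%, plus a signal ratio from 0.5 to 1.5, limit read from the data, passing the limit was not always enough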; note: strong numbers were not always called active
MT1-MMP act inh = blocks activation of human MT1-MMP; hit rate 0.061% among 360,000; GFP/RFP ratio change, % at 20 µM; P50281; HT1080 RFP-PRO-GFP cells, GFP/RFP ratio fluorescence, overnight; percent of plate control window, DMSO zero;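 active = GFP/RFP ratio change of at least 30% with cell ATP level not reduced by more than half and red fluorescence within 50% of control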; note: strong numbers were not always called active
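Read-out: GFP/RFP fluorescence ratio; Test system: RFP-PRO-GFP reporter HT1080 cells; Compound dosing: single-point 20 µM compound, 1% DMSO; Times: overnight compound exposure at 37 °C.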
Scp-1 inhibitor = Scp-1 (human) phosphatase inhibition | Q9GZU7 | hit rate 0.88% among 340,000 | Recombinant Scp1, phosphopeptide, malachite green phosphate absorbance | inhibition, % at 20 µM;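 active = inhibition above about 50% at 20 µM, limit read from the data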;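 note: plate controls were DMSO wells with enzyme for no effect and wells lacking enzyme for full effect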
Target sequence (Q9GZU7 76-261 limits assumed): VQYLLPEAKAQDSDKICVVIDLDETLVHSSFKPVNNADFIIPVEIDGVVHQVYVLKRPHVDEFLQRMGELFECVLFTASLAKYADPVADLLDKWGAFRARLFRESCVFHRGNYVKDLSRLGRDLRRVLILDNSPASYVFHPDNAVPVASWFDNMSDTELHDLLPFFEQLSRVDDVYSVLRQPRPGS
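assay system = SCP-1 phosphatase catalytic domain, residues 76-261 | buffer or medium = 50 mM Tris acetate pH 5.5, 0.005% Tween-20, 10 mM MgCl2 | incubation = enzyme reaction 45 min at room temperature, colour 5 min, stabilisation 30 min | signal = Phosphate-binding colour reagent, absorbance read at 630 nm | measure = % inhibition at 20 µM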
DNMT1 inh = inhibitors of human DNMT1 | P26358 | AID 588458 | hit rate 0.83% among 360,000 | inhibition (reported as % activation of signal), % at 10 µM | DNMT1 molecular beacon, Hinp1I cleavage, fluorescence; in the data active = inhibition above about 50%
An asterisk follows results filed as active; i = inactive; · = no result given; + = active, no number.

Short keys: A = Rpn11 inh; B = NadD block; C = LMPTP inh; D = STEP inh; E = SKN-1 block; F = SUMO1 PPI mod; G = NRP1-CendR mod; H = MT1-MMP act inh; I = Scp-1 inhibitor; J = DNMT1 inh
CCOc1ccc(-n2c(=O)c3c(C)c(C)sc3n(CC(=O)NCc3ccco3)c2=O)cc1
  A: i; B: 9; C: 4.1; D: 6; E: 4; F: -6; G: -4; H: -2; I: 0; J: 14

COc1cccc(C(=O)N2CCOCC2)c1
  A: i; B: -3; C: 0.1; D: 2; E: 0; F: 3; G: -8; H: 2; I: -1; J: 2

Cn1cnnc1SCC(=O)Nc1ccc(OCc2ccccc2)cc1
  A: i; B: -6; C: 2.3; D: 1; E: 7; F: 67*; G: 1; H: 5; I: -4; J: -10

O=C(CN1C(=O)CSc2ncccc21)NCCN1CCOCC1
  A: i; B: -3; C: -1.6; D: -1; E: -16; F: 0; G: -1; H: -7; I: 18; J: -1

CCc1cc(C(=O)c2ccc(OC)cc2)c(NC(=O)COCC(=O)O)s1
  A: i; B: -2; C: -2.2; D: -3; E: 9; F: -19; G: -3; H: -4; I: -1; J: 3

Cc1ccc([N+](=O)[O-])cc1NC(=O)c1cccnc1
  A: i; B: -5; C: -1.2; D: -2; E: -3; F: -16; G: 1; H: 2; I: -7; J: 2

Cc1ccc2sc(NC(=O)CN3C(=O)CCC3=O)nc2c1C
  A: i; B: -1; C: 0.7; D: 0; E: -16; F: 0; G: 8; H: -1; I: 7; J: 1

COC(=O)c1cc(Cl)c(NC(=O)c2ccc(F)cc2)cc1OC
  A: i; B: -3; C: -0.9; D: 0; E: 2; F: -1; G: -1; H: 0; I: 0; J: 9

Cc1ccccc1NC(=O)c1ccccc1NC(=O)c1ccccc1F
  A: i; B: -8; C: 1.3; D: 0; E: 10; F: 2; G: 2; H: -1; I: -11; J: 0

CC1CCCC(C)N1C(=O)CN1CCN(c2nc(-c3ccc(F)cc3)cs2)CC1 (configuration not stated)
  A: i; B: -8; C: 1.6; D: 2; E: 3; F: -2; G: -7; H: -4; I: -6; J: -10

COc1ccc(S(=O)(=O)N(C)C[C@H]2Oc3c(NC(=O)C4CCCCC4)cccc3C(=O)N([C@H](C)CO)C[C@@H]2C)cc1
  A: i; B: -4; C: -1.4; D: 3; E: -10; F: 5; G: 20; H: 10; I: -3; J: 4

Cc1oc(-c2nc3ccccc3n2C)cc1C(=O)c1ccccc1
  A: i; B: 8; C: 0.6; D: 5; E: -4; F: 1; G: 7; H: -5; I: 3; J: 0

CCc1nnc(NC(=O)Nc2ccc(Cl)cc2)s1
  A: i; B: -2; C: 1.6; D: 4; E: 9; F: 1; G: 4; H: 2; I: -6; J: 2

CC1CCN(c2ccc3nnc(CCC(=O)NCc4ccco4)n3n2)CC1
  A: i; B: 0; C: -0.7; D: -3; E: 6; F: 1; G: 1; H: -3; I: -5; J: 3

Cc1ccc(S(=O)(=O)c2nnn3c2nc(N2CCOCC2)c2ccccc23)cc1
  A: i; B: 5; C: -0.5; D: 2; E: 6; F: -9; G: -4; H: -1; I: -13; J: -1

Quoted from the listing:
SUMO1 PPI mod result of Cc1oc(-c2nc3ccccc3n2C)cc1C(=O)c1ccccc1 is entered as 1
SUMO1 PPI mod result of COC(=O)c1cc(Cl)c(NC(=O)c2ccc(F)cc2)cc1OC is entered as -1

Reprinted at random: 3 entries already listed
Short keys: A = Rpn11 inh; B = NadD block; C = LMPTP inh; D = STEP inh; E = SKN-1 block; F = SUMO1 PPI mod; G = NRP1-CendR mod; H = MT1-MMP act inh; I = Scp-1 inhibitor; J = DNMT1 inh
Cc1ccc(S(=O)(=O)c2nnn3c2nc(N2CCOCC2)c2ccccc23)cc1
  A: i; B: 5; C: -0.5; D: 2; E: 6; F: -9; G: -4; H: -1; I: -13; J: -1

Cc1ccccc1NC(=O)c1ccccc1NC(=O)c1ccccc1F
  A: i; B: -8; C: 1.3; D: 0; E: 10; F: 2; G: 2; H: -1; I: -11; J: 0

CCc1cc(C(=O)c2ccc(OC)cc2)c(NC(=O)COCC(=O)O)s1
  A: i; B: -2; C: -2.2; D: -3; E: 9; F: -19; G: -3; H: -4; I: -1; J: 3

Continuation:
Short keys: A = Rpn11 inh; B = NadD block; C = LMPTP inh; D = STEP inh; E = SKN-1 block; F = SUMO1 PPI mod; G = NRP1-CendR mod; H = MT1-MMP act inh; I = Scp-1 inhibitor; J = DNMT1 inh
COc1ccc(NC(=O)C2(C)CCN2CC2CCCCC2)cc1OC (configuration not stated)
  A: i; B: 0; C: 0.0; D: 6; E: 13; F: 0; G: 9; H: 2; I: ·; J: 0

COc1ccc(C(=O)Nc2ccccc2C(=O)NCc2cccnc2)cc1OC
  A: i; B: 0; C: -0.1; D: -2; E: -4; F: 5; G: 8; H: -5; I: -2; J: -1

CCCc1cc(Nc2ccccc2OCC)n2ncnc2n1
  A: i; B: 1; C: 0.2; D: -4; E: -10; F: -5; G: 1; H: 2; I: 2; J: 4

COc1ccc(N2CCN(C(=O)c3ccc(CS(=O)(=O)c4ccccc4C)o3)CC2)cc1
  A: i; B: -1; C: -1.4; D: -1; E: 2; F: -3; G: 13; H: 3; I: -7; J: 3

COc1cc(NC(=O)c2ccc(OC)c([N+](=O)[O-])c2)ccc1NC(=O)c1cccs1
  A: i; B: -1; C: 0.5; D: 11; E: -1; F: -3; G: 10; H: 2; I: 10; J: 12

Cc1n[nH]c(C)c1S(=O)(=O)N1CCc2ccccc21
  A: i; B: 0; C: -3.9; D: -2; E: -3; F: 0; G: -7; H: -5; I: 3; J: -12

COc1ccc(NC(=O)c2ccc(-n3cncn3)c([N+](=O)[O-])c2)cc1OC
  A: i; B: -6; C: -0.1; D: 0; E: 3; F: -35; G: 2; H: 7; I: -3; J: 0

O=C1NC2=C(C(=O)CCC2)C(c2ccccc2)N1 (configuration not stated)
  A: i; B: -3; C: -0.9; D: -2; E: 1; F: 1; G: 6; H: 2; I: -4; J: 0

O=C(CN1CCN(C(=O)c2cc(C3CC3)nn2-c2ccccc2)CC1)Nc1ccc(F)cc1
  A: i; B: -4; C: -3.4; D: 1; E: 2; F: -1; G: -8; H: -3; I: ·; J: -6

Cc1ccc(P(C)(=O)c2ccc(C)cc2)cc1
  A: i; B: 9; C: -0.5; D: 1; E: -13; F: -3; G: 12; H: -2; I: -2; J: -1

O=C1C2CCCN2C(c2ccc(Br)cc2)N1c1ccc(F)cc1 (configuration not stated)
  A: i; B: -2; C: -1.2; D: 1; E: 12; F: 0; G: -6; H: -4; I: -4; J: -1

O=C(CSc1nc2ccccc2o1)Nc1nc(-c2ccccc2)cs1
  A: i; B: -3; C: 2.5; D: -2; E: 8; F: -1; G: -8; H: -1; I: -7; J: 0

C#CCn1ccc(O)c(Cc2ccccc2)c1=O
  A: i; B: -4; C: -1.3; D: 0; E: -4; F: -4; G: -7; H: 1; I: -12; J: 3

O=c1cc(O)c2sc3nc(-c4ccccc4)cc(C(F)(F)F)c3c2[nH]1
  A: i; B: 6; C: -0.4; D: -1; E: 2; F: -2; G: -28; H: -12; I: 16; J: -12

O=C(c1cc(-c2ccccc2Cl)nc2ccccc12)N1CCN(c2ccccc2O)CC1
  A: i; B: 10; C: 3.5; D: 2; E: -23; F: 5; G: -4; H: -2; I: -10; J: -8

O=C(Nc1ccc(N2CCOCC2)cc1)C1CC1
  A: i; B: -2; C: -0.9; D: 0; E: -10; F: -3; G: 4; H: 1; I: 0; J: -2

CCN(C(=O)CSc1ncnc2c1cnn2-c1ccccc1)C1CCS(=O)(=O)C1 (configuration not stated)
  A: i; B: -1; C: -0.9; D: 1; E: 8; F: -4; G: -2; H: 9; I: 0; J: 1

CCOC(=O)c1cc(C#N)c(Oc2ccc(F)cc2)nc1-c1ccccc1
  A: i; B: -6; C: 1.4; D: 5; E: -4; F: -2; G: 3; H: -7; I: -13; J: -1

CC(=O)c1sc(N/N=C\c2ccc(C)cc2)nc1C
  A: i; B: -2; C: 0.4; D: -5; E: 1; F: -12; G: -8; H: -14; I: -5; J: -4

COc1ccc(-n2nc(C(=O)NCC(=O)N3CCCC3)c3ccccc3c2=O)cc1
  A: i; B: -6; C: -1.5; D: 0; E: 11; F: -11; G: -7; H: 2; I: -5; J: 3

CCCCCC(C(=O)O)C(C)CC(=O)NC1CCCCC1 (configuration not stated)
  A: i; B: 4; C: -1.4; D: -4; E: 13; F: 0; G: 6; H: 2; I: -11; J: -1

CCc1ccccc1NC(=O)CN(C)C(=O)CSc1nnc(Nc2cccc(C)c2)s1
  A: i; B: 3; C: -0.8; D: 0; E: 3; F: 6; G: -2; H: -1; I: -5; J: -6

O=C(O)c1cnc2[nH]c3ccccc3n2c1=O
  A: i; B: -7; C: -0.1; D: 1; E: -10; F: 8; G: -1; H: 1; I: -16; J: 2

COc1cc(C(=O)NNC(=O)C2CC=CCC2C(=O)O)cc(OC)c1OC (configuration not stated)
  A: i; B: -14; C: 0.9; D: 119*; E: -1; F: 3; G: -11; H: 4; I: -5; J: 2

CCc1ccc(NC(=O)C(NS(=O)(=O)c2ccc3c(c2)CCN3C(C)=O)C(C)C)cc1 (configuration not stated)
  A: i; B: -5; C: -1.1; D: 2; E: 2; F: 1; G: 0; H: -4; I: 7; J: 0

O=C(NCc1ccccc1)C(c1ccccc1)n1c(-c2ccncc2)nc2ccccc21 (configuration not stated)
  A: ·; B: ·; C: -0.2; D: ·; E: 24; F: -5; G: 7; H: -2; I: ·; J: ·

CCOC(=O)c1ccccc1NC(=O)CN(c1ccccc1OCC)S(C)(=O)=O
  A: i; B: -8; C: 0.0; D: -4; E: 8; F: -3; G: 9; H: 6; I: -13; J: -5

CCC/C=C1/CCCOC(C(=O)NCCNCCO)(C(F)(F)F)C1 (configuration not stated)
  A: i; B: -4; C: -1.0; D: 2; E: -4; F: -1; G: 10; H: 4; I: -3; J: 3

COc1cccc(COCC(O)CN2CCC(C(N)=O)CC2)c1 (configuration not stated)
  A: i; B: -9; C: 0.6; D: 1; E: 19; F: 5; G: -18; H: 1; I: -15; J: -4

CC1=C(C(=O)Nc2ccccc2Cl)C(c2ccc(N(C)C)cc2)NC(=O)N1 (configuration not stated)
  A: +; B: 19; C: 0.1; D: 3; E: 9; F: -9; G: -71; H: -18; I: 4; J: -2

Cc1nn(C)c(Cl)c1NC(=O)OCc1ccccc1
  A: i; B: 3; C: -0.5; D: 4; E: -17; F: 5; G: -12; H: 10; I: -7; J: 1

Cc1ccc(CN2CCN(Cc3cnn(-c4ccc(Cl)cc4)c3)CC2CCO)o1 (configuration not stated)
  A: i; B: -3; C: 1.4; D: 1; E: 1; F: 5; G: -10; H: 2; I: -12; J: -3
